Screens deposited in PubChem BioAssay by NCI.
NCI-60 one-dose screen, 48 h, at 10 µM unless noted. Numbers give growth in % (100 = growth as untreated, 0 = no growth, -100 = all killed).
CAKI-1 = CAKI-1 renal cancer | 4.7% of 75,000 active
SF-539 = SF-539 CNS cancer | 6.8% of 81,000 active | AID 1794752
ACHN = ACHN renal cancer. 4.9% of 81,000 active. AID 1794771
SF-268 = SF-268 CNS cancer cells; AID 1794759; 3.1% of 82,000 active
RXF 393 = RXF 393 renal cancer cells; 6.9% of 77,000 active
A498 = A498 renal cancer cells; AID 1794774; 5.4% of 76,000 active
SNB-75 = SNB-75 CNS cancer | 5% of 79,000 active
SNB-19 = SNB-19 CNS cancer cells | 2.5% of 81,000 active | AID 1794751
Numbers without * were called inactive; & = joins results of further samples; ! = repeats disagree. How the source made its calls: active means growth percent below 10; inactive means the rest.

Results for Nc1[nH]n(-c2ccccc2)c(=O)c1/C=N/C(=S)NC1CCCCC1 ?
CAKI-1: 84; SF-539: 95; ACHN: 85; SF-268: 91; RXF 393: 92; A498: 74; SNB-75: 85; SNB-19: 95

How did O=c1[nH]cnc2c1C(c1ccc([N+](=O)[O-])cc1)c1sc3c(F)cccc3c1O2 (centres undefined) do in these assays?
CAKI-1: 73; SF-539: 92; ACHN: 99; SF-268: 91; RXF 393: 86; A498: 95; SNB-75: 87; SNB-19: 89

What do the screens show for `CCOc1ccc(C(=O)O)c(O)c1`?
CAKI-1: 102; SF-539: 94; ACHN: 101; SF-268: 93; RXF 393: 109; A498: 94; SNB-75: 91; SNB-19: 103

What do the screens show for `O=C1C=C(S(=O)(=O)O)C(=O)c2ccccc21`?
CAKI-1: 95; SF-539: 104; ACHN: 95; SF-268: 102; RXF 393: 99; A498: 64; SNB-75: 84; SNB-19: 93

How did CCOC(=O)C1=Nc2cccc3c(O)ccc1c23 do in these assays?
CAKI-1: 95; SF-539: 85; ACHN: 84; SF-268: 105; RXF 393: 96; A498: 81; SNB-75: 93; SNB-19: 102

How did CC1CC[N+]2(CCCCC2)CC1 do in these assays?
CAKI-1: 97; SF-539: 93; ACHN: 99; SF-268: 105; RXF 393: 149; A498: 100; SNB-75: 109; SNB-19: 103

How did Cc1c(C(=O)/C=C/c2ccc(N(C)C)cc2)nnn1-c1ccc(Br)cc1 do in these assays?
CAKI-1: 83; SF-539: 96; ACHN: 99; SF-268: 100; RXF 393: 111; A498: 89; SNB-75: 80; SNB-19: 97

How did COC(=O)C(=O)C(C#N)c1c(Cl)cccc1Cl (centres undefined) do in these assays?
CAKI-1: 99; SF-539: 99; ACHN: 104; SF-268: 99; RXF 393: 88; A498: 104; SNB-75: 83; SNB-19: 115

What do the screens show for `COc1cc2c(cc1OC)C(=O)C(CC1CCN(C(=O)Nc3ccc(C)cc3)CC1)C2` (centres undefined)?
CAKI-1: 84; SF-539: 93; ACHN: 94; SF-268: 97; A498: 69; SNB-75: 88; SNB-19: 95

What do the screens show for `N#C/C(C(=O)Nc1ccc(S(N)(=O)=O)cc1)=C1\C(=O)N(Cc2ccccc2)c2ccccc21`?
CAKI-1: 85; SF-539: 97; ACHN: 105; SF-268: 101; RXF 393: 98; SNB-75: 31; SNB-19: 99

What do the screens show for `Nc1nc2c(F)c(F)c(F)c(F)c2s1`?
CAKI-1: 86; SF-539: 99; ACHN: 114; SF-268: 98; RXF 393: 109; A498: 114; SNB-75: 83; SNB-19: 100

Results for NC(=O)c1c(NC(=O)c2cccc(OC(F)(F)F)c2)sc2c1CCC(=O)C2 ?
CAKI-1: 46; SF-539: 26; ACHN: 20; SF-268: 56; RXF 393: 36; A498: 88; SNB-75: 44; SNB-19: 43

How did Clc1ccc2c(c1)C1CC(c3ccco3)=NN1C(c1ccncc1)O2 (centres undefined) do in these assays?
CAKI-1: 72; SF-539: 95; ACHN: 97; SF-268: 84; RXF 393: 123; A498: 106; SNB-75: 81; SNB-19: 97

What do the screens show for `COc1ccc(C(=O)C2C3(C#N)C(=O)NC(=O)C23C#N)cc1OC` (centres undefined)?
CAKI-1: 99; ACHN: 97; SF-268: 101; RXF 393: 130; A498: 113; SNB-75: 94; SNB-19: 107

What do the screens show for `Nc1c2c(nc3ccc(Br)cc13)CC(c1ccc(Cl)cc1)CC2=O` (centres undefined)?
CAKI-1: 100; SF-539: 82; ACHN: 110; SF-268: 105; RXF 393: 102; A498: 110; SNB-75: 109; SNB-19: 102

How did O=C(/C=C/Nc1ccc(F)cc1F)c1ccc2c(c1)Nc1ccccc1S2 do in these assays?
CAKI-1: 84; SF-539: 62; ACHN: 79; SF-268: 82; A498: 108; SNB-75: 124; SNB-19: 64

Results for COc1ccc(S(=O)(=O)c2ccc(F)cc2)cc1 ?
CAKI-1: 108; SF-539: 111; ACHN: 103; SF-268: 101; RXF 393: 138; A498: 108; SNB-75: 101; SNB-19: 93

Results for CC(C)(C(N)=O)N1CCN(c2ccccc2)CC1 ?
CAKI-1: 102; SF-539: 101; ACHN: 109; SF-268: 105; RXF 393: 117; A498: 116; SNB-19: 98

How did O=C(O)c1ccc(N/N=C/c2cn(-c3ccc(C(=O)O)cc3)nc2-c2cccc(F)c2)cc1 do in these assays?
CAKI-1: 90; SF-539: 93; ACHN: 103; SF-268: 96; RXF 393: 110; A498: 100; SNB-75: 104; SNB-19: 102

How did Cc1cccc(C(N)=S)n1 do in these assays?
CAKI-1: 101; SF-539: 111; ACHN: 104; SF-268: 97; RXF 393: 101; A498: 92; SNB-75: 90; SNB-19: 93

What do the screens show for `CCSc1nnc(-c2ccc(NC(=O)c3cccnc3)cc2)n1N`?
CAKI-1: 91; SF-539: 100; ACHN: 108; SF-268: 101; RXF 393: 120; A498: 85; SNB-75: 103; SNB-19: 98

How did C=CCSc1nnc(-c2ccc(C(C)(C)C)cc2)n1-c1cccc(C(F)(F)F)c1 do in these assays?
CAKI-1: 32; SF-539: 69; ACHN: 36; RXF 393: 18; A498: 85; SNB-75: 80

What do the screens show for `COc1ccc(-c2nn(-c3ccccc3)cc2/C=C2\SC(=S)N(C)C2=O)cc1`?
CAKI-1: 74; SF-539: 97; ACHN: 77; SF-268: 94; RXF 393: 109; A498: 85; SNB-75: 69; SNB-19: 99

Results for C[N+]1(CCC[N+]2(C)C[C@@H]3[C@H](C2)[C@@H]2C=C[C@H]3C2)CCOCC1 (some centres undefined) ?
CAKI-1: 101; SF-539: 100; ACHN: 91; SF-268: 115; RXF 393: 121; A498: 103; SNB-75: 103; SNB-19: 107

How did O=C(O)C(Cc1ccccc1)N1C(=O)C2C3CCC(C3)C2C1=O (centres undefined) do in these assays?
CAKI-1: 104; SF-539: 102; ACHN: 102; SF-268: 104; RXF 393: 101; A498: 103; SNB-75: 95; SNB-19: 104

Results for CCCCCCC(C)(O)C#CC(C)(O)CCCCCC (centres undefined) ?
CAKI-1: 86; SF-539: 97; ACHN: 97; SF-268: 93; RXF 393: 103; A498: 98; SNB-19: 100

Results for Nc1ccc(O)c2ccccc12 ?
CAKI-1: 96; SF-539: 106; ACHN: 86; SF-268: 90; RXF 393: 94; A498: 109; SNB-75: 101; SNB-19: 101

What do the screens show for `COc1ccc(-c2cnc(N/N=C(\C)c3cc4ccccc4o3)s2)cc1`?
CAKI-1: 99; SF-539: 105; ACHN: 102; SF-268: 108; RXF 393: 115; A498: 102; SNB-75: 109; SNB-19: 106

Results for COc1cc(-c2nc(-c3ccccc3)[nH]c2-c2ccnc(NCCCNS(=O)(=O)c3cccc4ccccc34)n2)ccc1Cl ?
CAKI-1: 57; SF-539: 72; ACHN: 40; SF-268: 77; RXF 393: 80; A498: 89; SNB-75: 111; SNB-19: 70

What do the screens show for `S=C(SCc1c(Cl)cccc1Cl)N1CCSCC1`?
CAKI-1: 80; SF-539: 102; ACHN: 98; SF-268: 114; RXF 393: 100; A498: 98; SNB-75: 92; SNB-19: 84

Part of the list above in order of count of non-hydrogen atoms, low to high.
How did Cc1cccc(C(N)=S)n1 do in these assays?
CAKI-1: 101; SF-539: 111; ACHN: 104; SF-268: 97; RXF 393: 101; A498: 92; SNB-75: 90; SNB-19: 93

Results for Nc1ccc(O)c2ccccc12 ?
CAKI-1: 96; SF-539: 106; ACHN: 86; SF-268: 90; RXF 393: 94; A498: 109; SNB-75: 101; SNB-19: 101

How did O=C(O)C(Cc1ccccc1)N1C(=O)C2C3CCC(C3)C2C1=O (centres undefined) do in these assays?
CAKI-1: 104; SF-539: 102; ACHN: 102; SF-268: 104; RXF 393: 101; A498: 103; SNB-75: 95; SNB-19: 104

Following part
What do the screens show for `Cc1ccc(N=NC(C#N)C#N)cc1`?
CAKI-1: 59; SF-539: 102; ACHN: 59; SF-268: 98; RXF 393: 103; A498: 80; SNB-75: 74; SNB-19: 97

What do the screens show for `O=C(C[n+]1ccc(/C=C/c2ccncc2)cc1)c1ccc(Br)cc1`?
CAKI-1: 66; SF-539: 90; ACHN: 77; SF-268: 81; RXF 393: 83; A498: 68; SNB-75: 27; SNB-19: 86

Results for COc1ccc(C2=Nc3ccccc3SC(c3ccc(OC)cc3)C2)cc1 (centres undefined) ?
CAKI-1: 95; SF-539: 108; ACHN: 98; SF-268: 105; A498: 91; SNB-75: 76; SNB-19: 98

How did NC(=O)NO do in these assays?
CAKI-1: 77&84; SF-539: 47&104; ACHN: 67&97; SF-268: 70&102; RXF 393: 26&116; A498: -7.2*!; SNB-75: 60&92; SNB-19: 70&105

How did COc1ccc(Nc2nc3cccnc3nc2C)cc1 do in these assays?
CAKI-1: 94; SF-539: 94; ACHN: 98; SF-268: 119; RXF 393: 111; A498: 124; SNB-19: 100

Results for O=C1c2cc(Br)ccc2Oc2cc([N+](=O)[O-])ccc2N1c1ccc(Cl)cc1F ?
CAKI-1: 73; SF-539: 97; ACHN: 95; SF-268: 85; RXF 393: 93; A498: 95; SNB-75: 88; SNB-19: 97

How did COc1ccc(C2=NN3C(C2)c2ccccc2OC3c2ccc(/C=C3\SC(=O)NC3=O)cc2)cc1 (centres undefined) do in these assays?
CAKI-1: 94; SF-539: 97; ACHN: 98; SF-268: 97; RXF 393: 100; A498: 112; SNB-75: 90; SNB-19: 97

How did COc1ccc2c(c1)c(-c1nc(-c3c[nH]c4ncccc34)cs1)cn2C do in these assays?
CAKI-1: 55; SF-539: 66; ACHN: 53; SF-268: 97; RXF 393: 57; A498: 60; SNB-75: 76; SNB-19: 93

Results for COc1ccc(C(=O)Nc2cccc(-c3cc(=O)c4c(O)c(OC)c(OC)cc4o3)c2)cc1 ?
CAKI-1: 80; SF-539: 85; ACHN: 76; SF-268: 86; RXF 393: 96; A498: 87; SNB-75: 67; SNB-19: 66

Results for N#CC1=C(N)Oc2n[nH]c(-c3ccc(F)cc3)c2C1c1ccco1 (centres undefined) ?
CAKI-1: 93; SF-539: 84; ACHN: 91; SF-268: 98; RXF 393: 110; A498: 92; SNB-75: 73; SNB-19: 96

Results for CN(C)c1ccc(/C=c2\sc3nc(=O)c4nc(-c5ccccc5)c(-c5ccccc5)nc4n3c2=O)cc1 ?
CAKI-1: 89; SF-539: 97; ACHN: 97; SF-268: 107; RXF 393: 106; A498: 108; SNB-75: 104; SNB-19: 99

How did Cn1cc(-c2csc(-c3c[nH]c4ccc(Cl)cc34)n2)c2cccnc21 do in these assays?
CAKI-1: 107; SF-539: 94; ACHN: 90; SF-268: 112; RXF 393: 110; A498: 91; SNB-75: 89; SNB-19: 103

What do the screens show for `NC1=NC(c2ccc(Cl)cc2)C2=C(N1)/C(=C/c1ccc(Cl)cc1)CCC2` (centres undefined)?
CAKI-1: 91; SF-539: 121; ACHN: 96; SF-268: 83; RXF 393: 35; A498: 55; SNB-75: 87; SNB-19: 86

What do the screens show for `COC(=O)CN/C(CCCOC(=O)Nc1cccc(Cl)c1)=C(/C#N)c1nc2ccccc2c(=O)[nH]1`?
CAKI-1: 107; SF-539: 100; ACHN: 104; SF-268: 104; A498: 116; SNB-75: 83; SNB-19: 117

What do the screens show for `COc1ccccc1/C=C1\Oc2cc(OCCN3CCC(Cc4ccccc4)CC3)ccc2C1=O`?
CAKI-1: 82; SF-539: 94; ACHN: 105; SF-268: 84; RXF 393: 70; A498: 48; SNB-75: 84; SNB-19: 91

How did C=CCn1c(SCC(=O)Nc2ccc(C(=O)/C=C/c3ccc(OC)cc3)cc2)nnc1-c1cc(OC)c(OC)c(OC)c1 do in these assays?
SF-539: 84; ACHN: 87; SF-268: 73; RXF 393: 73; A498: 62; SNB-75: 65; SNB-19: 73

Random excerpt: 3 entries already listed, in no set order.
What do the screens show for `N#C/C(C(=O)Nc1ccc(S(N)(=O)=O)cc1)=C1\C(=O)N(Cc2ccccc2)c2ccccc21`?
CAKI-1: 85; SF-539: 97; ACHN: 105; SF-268: 101; RXF 393: 98; SNB-75: 31; SNB-19: 99

Results for COc1ccc(C(=O)Nc2cccc(-c3cc(=O)c4c(O)c(OC)c(OC)cc4o3)c2)cc1 ?
CAKI-1: 80; SF-539: 85; ACHN: 76; SF-268: 86; RXF 393: 96; A498: 87; SNB-75: 67; SNB-19: 66

Results for CCCCCCC(C)(O)C#CC(C)(O)CCCCCC (centres undefined) ?
CAKI-1: 86; SF-539: 97; ACHN: 97; SF-268: 93; RXF 393: 103; A498: 98; SNB-19: 100

This is a random part of the collection; about 12% have a hit in one of these screens.
